Tau FP inhib = blocks human tau fibril formation measured by polarization | P10636 | K18 P301L tau heparin fibrillization, Alexa594 FP, 6 h | Potency, µM (highest dose often 57.7 µM), for inactives: top-dose activity, negative = inhibition, usual class: inhibitors | 280,000 compounds, 0.39% hits | AID 1468; further: on the % scale 0 is the no-effect control and ±100 the full control effect; nearly all actives have a fitted effect of over 55% in size
Target sequence (P10636 561-689 P618L limits assumed): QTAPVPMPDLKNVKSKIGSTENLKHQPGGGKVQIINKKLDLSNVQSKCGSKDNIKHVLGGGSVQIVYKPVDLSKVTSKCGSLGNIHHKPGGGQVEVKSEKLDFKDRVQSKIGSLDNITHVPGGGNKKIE
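Human tau K18 […] P301L fragment, 15 uM unlabeled plus 0.24 uM Alexa 594-labeled tau (final), with compound and 20 uM heparin in 100 mM sodium acetate pH 7; 6 hr at 37 C, then Alexa 594 FP read.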
TexasRed fluor = alters Texas Red total fluorescence, flagging assay interference. 280,000 compounds, 0.29% hits. TRb/SRC2 Texas Red total fluorescence interference. Potency, µM (series often up to 106 µM), for inactives: at the highest dose fluorescence change, negative = quenching; active means well fitted curve in either direction with a large enough effect; inconclusive means small, poorly fitted or top-dose-only effect; further: on the % scale 0 is the no-effect control and ±100 the full control effect
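Human TRβ ligand-binding domain (0.6 uM) and Texas Red SRC2 peptide (20 nM) in Tris buffer with 1 uM T3 and 5% DMSO were incubated with pinned compound for 5 hr at ambient temperature. Total fluorescence was computed as S + 2P (555/632 nm).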
RECQ1 helicase = blocks DNA unwinding by human RECQ1 | RECQ1 DNA unwinding, red fluorescence kinetic read | Potency, µM (titrated, usually from 57.3 µM), for inactives: at the top dose activity, negative = inhibition, usual class: inhibitors | P46063 | 240,000 compounds, 0.54% hits;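 further: plate controls were vehicle for no effect and no enzyme for full effect; nearly all actives have a fitted effect of over 30% in size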
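RECQ1T1 50 nM; forked duplex (20 bp + 30-nt ss tails) 200 nM, ATP 2 mM final; pH 8.0, 2 mM MgCl2, 2.5 ug/ml poly(dI-dC); 15 min compound preincubation; discontinuous kinetic read over 2 h at RT.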
TRb SRC2 PPI = disrupts binding of human TR beta to SRC2; TRbeta-SRC2 peptide binding, fluorescence polarization; receptor liganded with 1 µM T3; Potency, µM (highest dose often 106 µM), for inactives: at the highest dose activity change, negative = inhibition, most hits filed as inhibitors; 280,000 compounds, 0.065% hits; AID 1469;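 further: plate controls were bound peptide for no effect and peptide without receptor for full effect; nearly all actives have a fitted effect of over 50% in size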
Target sequence (P10828 whole entry, looked up): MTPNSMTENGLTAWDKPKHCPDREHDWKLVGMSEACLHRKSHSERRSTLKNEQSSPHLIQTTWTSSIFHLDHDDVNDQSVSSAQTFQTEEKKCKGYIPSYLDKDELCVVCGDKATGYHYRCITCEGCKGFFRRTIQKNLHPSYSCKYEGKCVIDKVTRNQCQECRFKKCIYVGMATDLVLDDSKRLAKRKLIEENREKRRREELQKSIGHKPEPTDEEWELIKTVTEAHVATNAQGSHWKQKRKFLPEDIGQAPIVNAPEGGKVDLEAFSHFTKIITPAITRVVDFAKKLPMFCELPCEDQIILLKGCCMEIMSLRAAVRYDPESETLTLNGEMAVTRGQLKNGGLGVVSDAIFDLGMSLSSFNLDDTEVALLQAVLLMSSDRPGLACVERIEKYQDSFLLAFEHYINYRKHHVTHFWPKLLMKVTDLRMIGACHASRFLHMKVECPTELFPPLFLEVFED
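A fluorescence polarization screen tested compounds at multiple concentrations against complex formation between 0.6 uM TRb ligand-binding domain and 20 nM Texas Red SRC2 peptide, with 1 uM T3 present; readout after 5 hr.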
HTT ATP protect = cytoprotection in Huntington HTT-Q103 PC12 cell model; PC12 HTT-Q103 induced, cytoprotection, ATP luminescence, 40 h; 230,000 compounds, 0.14% hits; Potency, µM (titrated, usually from 56.4 µM), inactives show cytoprotection (ATP increase), most hits filed as activators;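 further: % of control where 0% means no effect; nearly all actives have a fitted effect of over 45% in size; toxic huntingtin expression switched on by the ecdysone agonist tebufenozide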
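PC12 cells stably carrying ecdysone-inducible Htt exon 1 (Q103)–GFP were induced with 100 nM tebufenozide (final) alongside library compounds in a dose series. Cytoprotection was scored as retained ATP by ATPlite luminescence.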
Tau ThT inhib = inhibitors of human tau fibril formation, thioflavin T binding | recombinant tau K18 P301L, heparin-induced fibrillization, ThT fluorescence | AID 1460 | 270,000 compounds, 2.1% hits | Potency, µM (series often up to 57.4 µM), for the others: top-dose activity, negative = inhibition, usual class: inhibitors; further: on the % scale 0 is the no-effect control and ±100 the full control effect; nearly all actives have a fitted effect of over 55% in size
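Heparin-induced (20 uM) aggregation of recombinant human K18 P301L tau, 15 uM unlabeled with 0.24 uM labeled, pH 7 acetate buffer, 6 hr at 37 C with compound. Fibrils quantified by 30 uM ThT fluorescence after 1 hr ambient incubation.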
L3MBTL1 inh = blocks human L3MBTL1 | Q9Y468 | AlphaScreen L3MBTL1–H3K9me1 peptide binding | Potency, µM (series often up to 57.1 µM), inactives show at the highest dose activity, negative = inhibition, usual class: inhibitors | 230,000 compounds, 0.66% hits | AID 485360; further: on the % scale 0 is the no-effect control and ±100 the full control effect; nearly all actives have a fitted effect of over 60% in size
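Read-out is AlphaScreen signal from streptavidin donor and nickel chelate acceptor beads (10 ug/mL final each) bridging L3MBTL1 (50 nM) and biotinylated K9-monomethylated H3(1-15) peptide (75 nM), after 30 min compound exposure at room temperature.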
Tau fluor counter = counter-screen for tau fibril formation inhibitors; tau K18 P301L Alexa594 fluorescence, heparin fibrillization; Potency, µM (titrated, usually from 57.7 µM), for inactives: at the top dose activity change, negative = decrease; 280,000 compounds, 0.93% hits; further: on the % scale 0 is the no-effect control and ±100 the full control effect; nearly all actives have a fitted effect of over 55% in size
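Human tau K18 P301L (15 uM unlabeled, 0.24 uM Alexa 594-labeled) in 100 mM sodium acetate pH 7 with 20 uM heparin, 6 hr at 37 C. ThT 30 uM added, 1 hr ambient; Alexa 594 FP and total fluorescence read at 555/632 nm.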
* hit, by the source's call; i = inactive; ? = inconclusive; · = not tested or not shown; [ ] = dose if it differs, or a comment. Unless noted, the call rests on the fitted dose curve; in most records, active means well fitted curve in the direction sought with a large enough effect; inconclusive means small, poorly fitted or top-dose-only effect, or another doubt; inactive means no such curve, though single readings can be large; an effect the other way counts as inactive or inconclusive. Potency means the concentration at half of the fitted maximal effect. The list is partial; count on the stated rates, not on these rows.

SMILES | Tau FP inhib | TexasRed fluor | RECQ1 helicase | TRb SRC2 PPI | HTT ATP protect | Tau ThT inhib | L3MBTL1 inh | Tau fluor counter
CN(C(=O)COC(=O)c1ccc(Cl)cc1N)C1CCCCC1 | -2% | -6% | -12% | -1% | -3% | 0% | 16% | -2%
Cc1ccc(NC(=O)c2nc[nH]c2C(=O)N2CCCCC2)c(C(=O)c2ccccc2)c1 | 6% | 1% | -7% | 6% | -5% | -2% | 7% | -2%
Cc1cc(NC(=O)CN2C(=O)NC3(CCCCCC3)C2=O)no1 | -2% | 0% | i | 3% | -3%[10 µM] | 0% | · | 1%
Cc1ccc(NC(=S)NCc2ccc3c(c2)OCO3)cc1C | -5% | -4% | -7% | 0% | 1%[10 µM] | -1% | -14% | -26%
CCc1cccc(NC(=O)Cn2nc(C)c3sc4ccccc4c3c2=O)c1 | -5% | -2% | · | 4% | · | ? | · | ?
CNC(=O)CN(c1cc(OCCOC)c(Cl)cc1Cl)S(=O)(=O)c1ccccc1 | 2% | -7% | -7% | -3% | -22%[10 µM] | 3% | -5% | 3%
C/C(=C\C(=O)Nc1cc(C)on1)c1ccccc1 | -1% | -4% | i | -1% | -27% | -5% | 2% | -1%
Cc1nn(CC(=O)NCCc2ccccc2Cl)c(=O)c2nn(-c3ccccc3)c(C)c12 | 3% | 0% | · | 1% | · | 0% | · | -2%
CCOC(=O)c1ccc(N2CCN(c3ccccc3F)CC2)c(NC(=O)Nc2ccccc2)c1 | -15% | 1% | -6% | -12% | 14%[10 µM] | ? | 3% | ?
COCCN1C(=O)c2ccccc2C(C(=O)NCCN(C)C)C1c1ccc(F)cc1 (centres undefined) | -4% | 3% | -7% | 10% | -9% | -6% | -2% | -13%
O=C(Cc1cccs1)Nn1c(Cc2cccs2)nc2ccccc2c1=O | 6% | -9% | i | 5% | -29% | -2% | -2% | -11%
O=C1C2C3C=CC(C3)C2C(=O)N1CCCCCCN1C(=O)C2C3C=CC(C3)C2C1=O (centres undefined) | -14%[2.34 µM] | -2% | 5% | -1% | -28%[10 µM] | 5% | -2% | 5%

Arranged by formula weight (smallest number first): 3 of the compounds above
SMILES | Tau FP inhib | TexasRed fluor | RECQ1 helicase | TRb SRC2 PPI | HTT ATP protect | Tau ThT inhib | L3MBTL1 inh | Tau fluor counter
CN(C(=O)COC(=O)c1ccc(Cl)cc1N)C1CCCCC1 | -2% | -6% | -12% | -1% | -3% | 0% | 16% | -2%
Cc1ccc(NC(=O)c2nc[nH]c2C(=O)N2CCCCC2)c(C(=O)c2ccccc2)c1 | 6% | 1% | -7% | 6% | -5% | -2% | 7% | -2%
CNC(=O)CN(c1cc(OCCOC)c(Cl)cc1Cl)S(=O)(=O)c1ccccc1 | 2% | -7% | -7% | -3% | -22%[10 µM] | 3% | -5% | 3%

(next part)
SMILES | Tau FP inhib | TexasRed fluor | RECQ1 helicase | TRb SRC2 PPI | HTT ATP protect | Tau ThT inhib | L3MBTL1 inh | Tau fluor counter
Cc1ccc(SCC(=O)Nc2ccc(S(=O)(=O)Nc3ncccn3)cc2)cc1 | 4% | -5% | -2% | 4% | -19% | -11% | -2% | -3%
COCC(=O)OCc1cc2cccc(C)c2[nH]c1=O | -20% | 0% | -4% | 0% | 6%[10 µM] | -12% | 5% | -16%
Nc1c(C(=O)N2CCCC2)sc2nc3c(cc12)CCCCCC3 | 4% | 1% | i | -3% | -41%[inhibitor] | -15% | -8% | -17%
CC(C)C(=O)NCCc1nc2ccccc2n1CCCOc1ccc(Cl)cc1 | -14% | -1% | -5% | -12% | -42%[inhibitor] | -13% | 0% | -11%
O=C(O)Cc1nc2nc3c(c(=O)n2[nH]1)CCCC3 | 7% | 0% | -7% | -23% | -2% | 1% | 4% | 4%
CCOc1ccc(CN(C)C(=O)CCl)cc1 | 6% | -1% | i | -6% | 9%[10 µM] | -3% | -4% | 3%
CCOC(=O)CSc1nc2cc(C(=O)N3CCCC3)ccc2c(=O)n1Cc1ccccc1 | 5% | 2% | -10% | 9% | 5% | -9% | · | -6%
S=C1NCCc2ccccc2C1c1ccccc1 (centres undefined) | 10% | 3% | i | -15% | 31%[10 µM] | 7% | -12% | 2%
CC(C)c1c(O)nc(SCCN(C)C)[nH]c1=O | 2% | -1% | -8% | -2% | 9%[10 µM] | -2% | 7% | 7%
O=C(CCc1nnc(CCCCc2ccccc2)o1)N1CCCC(O)C1 (centres undefined) | -8% | -2% | 0% | 4% | 15%[10 µM] | -2% | 3% | -4%
N#Cc1c(-c2ccccc2)cc(-c2ccccc2)nc1SCC(O)CS(=O)(=O)Cc1ccccc1 (centres undefined) | ? | -19% | · | 5% | · | ? | · | ?
FC(F)(F)c1cccc(NC(=S)NNC(=S)NCc2ccccc2)c1 | 14% | -2% | i | -14% | -16% | -18% | -1% | ?
NC(=O)CC(NC(=S)NCc1ccccc1)C(=O)O (centres undefined) | 11% | -3% | i | -7% | 16% | 4% | · | 4%
CC(C)(C)NC(=S)NCc1ccc2c(c1)OCO2 | -9% | 0% | ? | 1% | 17%[0.074 µM] | 0% | 3% | 1%
CCOc1ccc(NC(=O)C2CCCN(S(=O)(=O)c3cccc4nsnc34)C2)cc1 (centres undefined) | -5% | -7% | i | 2% | 22% | -5% | · | -14%
COc1ccc(Nc2cccc(Cl)c2)c(C(=O)O)c1 | 2% | -2% | 0% | 8% | 9%[10 µM] | 0% | -11% | -4%
CC(=O)Nc1nnc(-c2ccc(Cl)s2)o1 | 3% | 0% | 0% | 8% | 1%[10 µM] | -1% | -13% | 1%
CCCCCCC(=O)Cc1cc(OC)c(OC)cc1C=C(C(=O)OCC)C(=O)OCC | ? | -2%[11.2 µM] | 15%[11.5 µM] | 1%[11.2 µM] | -5%[10 µM] | ? | 5% | -16%[11.6 µM]
COc1cc(OC)c2c(c1Cl)O[C@@]1(C2=O)[C@H](C)CC(=O)C[C@@H]1OC | · | 5%[53 µM] | -2%[25.9 µM] | -3%[53 µM] | -14%[40.3 µM] | · | · | ·
Cc1ccc(NC(=O)Cn2nnc3sc4c(c3c2=O)CCCC4)c(C)c1 | -8% | 2% | · | -10% | · | -7% | · | -18%
Clc1cccc(-c2nc(NCCN3CCOCC3)c3ccccc3n2)c1 | ? | -3% | i | -9% | -21%[10 µM] | 12% | -10% | ?
CN1CCN(C(=O)c2cc(-c3cccc(Cl)c3)on2)CC1 | 5% | 4% | -1% | -4% | 7% | -20% | -1% | -4%
Cc1cccc(NC(=O)CCN2C(=O)C3C4C=CC(C4)C3C2=O)c1 (centres undefined) | 1% | -1% | -5% | 1% | 8% | -5% | · | -1%
Nc1ccc(Oc2ccc3c(c2)C(=O)N(CC2CCCO2)C3=O)cc1 (centres undefined) | -1% | -2% | -9% | -6% | 2%[10 µM] | -7% | -3% | -15%
COc1ccc(C[C@@H](NS(=O)(=O)c2ccc(C(=O)O)cc2)C(=O)O)cc1 | · | 0% | i | -5% | · | · | 1% | ·
CN(CCOC(=O)C1c2ccccc2Oc2ccccc21)C(C)(C)C | 5% | 2% | -8% | 2% | 1% | -9% | -4% | -1%
COC(=O)n1c(=S)oc2cc(Cl)ccc21 | 8% | 0% | 0% | -11% | -32% | -6% | 0% | 2%
CN(C)c1ccc(NC(=O)CC(NCc2cccnc2)C(=O)O)cc1 (centres undefined) | ? | -3% | · | 17% | · | -1% | · | -8%
O=C(O)CCCCCNC(=O)c1ccncc1 | -2% | 1% | -6% | -8% | -29% | -5% | -5% | -1%

Gathered by group, the entries above containing fluorine (3)
SMILES | Tau FP inhib | TexasRed fluor | RECQ1 helicase | TRb SRC2 PPI | HTT ATP protect | Tau ThT inhib | L3MBTL1 inh | Tau fluor counter
CCOC(=O)c1ccc(N2CCN(c3ccccc3F)CC2)c(NC(=O)Nc2ccccc2)c1 | -15% | 1% | -6% | -12% | 14%[10 µM] | ? | 3% | ?
COCCN1C(=O)c2ccccc2C(C(=O)NCCN(C)C)C1c1ccc(F)cc1 (centres undefined) | -4% | 3% | -7% | 10% | -9% | -6% | -2% | -13%
FC(F)(F)c1cccc(NC(=S)NNC(=S)NCc2ccccc2)c1 | 14% | -2% | i | -14% | -16% | -18% | -1% | ?
